Cneo AK release – Cryptococcus neoformans cell lysis inducers, primary screen, AK release luminescence, single concentration; lysis activity, % at 15 µM; AID 651654, 2012; actives 0.2% (n = 360,000); C. neoformans lysis, adenylate kinase release luminescence, 4 h; normalised: neutral wells 0, clomiphene wells 100;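 active = mean lysis activity across replicates of at least 80%, whatever share of replicates individually reach that level; inactive = mean lysis activity below 80%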
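Schedule: static 4 h at 37 °C with compound, 1 h detection; system: C. neoformans cells; benchmarks: Clomiphene as positive control; buffer or medium: fresh YPD medium; measure: luminescence rise reflecting yeast cell lysis; measured by: luminescent adenylate kinase detection reagent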
F508del corr – F508del CFTR correction, initial screen, CFBE line, single point. CFBE cells, YFP halide quenching; stimulated with forskolin plus potentiator P3; % fluorescence drop versus neutral controls. activity (quench increase), % at 7.58 µM. actives 0.36% (n = 350,000);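 active = mean added fluorescence quench of at least 8% versus neutral control, with both replicates also reaching 8%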;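 also: cells transiently co-express mutant CFTR-F508del with the halide-sensitive YFP; corrector assay measuring rescue of mutant channel to the surface after 24 h compound exposure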
C2C12 statin – suppressors of statin myotoxicity in C2C12 myotubes, primary screen, cell-based, single point, plate reader; actives 0.78% (n = 330,000); C2C12 myotubes + simvastatin, ATP luminescence, 48 h; scaled: DMSO 0, geranylgeraniol control 100; rescue of ATP level, % at 7.49 µM; AID 602340, 2012;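 active = mean ATP rescue above about 67%, or every replicate alone reaching that limit, limit read from the data, passing the limit was not always enough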;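 also: myotubes were challenged with 10 µM simvastatin during compound exposure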
miR122 inh – miR-122 Renilla sensor signal increase in Huh7, primary screen, miR-122 inhibitor project, cell-based, single point, plate reader. Huh7 miR-122 Renilla luciferase sensor, 48 h; neutral wells = 0, positive control = 100. activation (reporter increase), % at 12.5 µM. actives 0.3% (n = 340,000). AID 602342, 2012;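 active = mean replicate activation score at least 90 and every replicate individually at or above 90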;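 also: higher luciferase means less miR-122 activity so hits act as miR-122 inhibitors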
FN deposition inh – inhibitors of fibronectin matrix deposition, primary screen, AH1F cells, Alexa488-fibronectin fluorescence, plate reader; AH1F fibroblasts, overnight; inhibition, % at 12.6 µM; actives 0.086% (n = 350,000); AID 743247, 2014;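 active = mean inhibition across replicates of 30% or more, regardless of how many single replicates reach that level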;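 also: positive control wells lacked labelled fibronectin entirely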
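Material: AH1F fibroblast monolayer depositing Alexa488-labelled fibronectin into matrix | Input: 10000 AH1F cells/well | Medium: DMEM plus 2% serum, read in PBS | Reagent: Alexa488-fibronectin, 24 nM final in well | Compound dosing: One dose per compound, pinned | Schedule: 1 h adhesion, overnight exposure | Measured by: Fluorescence at 485 nm excitation, 525 nm emission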
PglD DTNB – C. jejuni PglD acetyltransferase inhibitors, primary screen, biochemical, DTNB colorimetric, single point; UDP-N-acetylbacillosamine N-acetyltransferase PglD (Campylobacter jejuni); purified PglD enzyme, DTNB colorimetric CoA detection; inhibition, % at 12.5 µM; actives 0.098% (n = 360,000); AID 602405, 2012; in the data active = inhibition above about 16%, passing the limit was not always enough; also: strong numbers were not always called active
INS-1E GSIS act – GLuc luminescence reporter in INS-1E cells, primary screen for activators of glucose-dependent secretion of insulin. actives 0.61% (n = 370,000). INS-1E GLuc reporter insulin secretion, 2-3 h. activation, % at 16.6 µM. AID 743287, 2014;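 active = lowest replicate activation of at least 40%, so every replicate reaches that level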;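 also: 0% = median of neutral control wells and 100% = median of IBMX positive control wells; some compounds called inactive have numbers as strong as hits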
PGC1a acetyl inh – inhibitors of PGC1a acetylation signal, primary screen, cell-based, U2OS, AlphaScreen, inhibitor mode; AID 651687, 2012; actives 0.17% (n = 350,000); inhibition, % at 15.6 µM; AlphaScreen anti-acetyl-lysine; with virally co-expressed GCN5 acetyltransferase;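 active = every replicate shows inhibition of at least 40%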;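 also: 0% = neutral control wells and 100% = positive control wells; some results beyond the cut were filed as inactive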
The depositor's hits bear a star; / = no result given; [ ] = another dose, or the depositor's remark.

SMILES	Cneo AK release	F508del corr	C2C12 statin	miR122 inh	FN deposition inh	PglD DTNB	INS-1E GSIS act	PGC1a acetyl inh
COc1ccc([C@H]2N[C@]3(CCCN(Cc4ccco4)C3=O)[C@H]3C(=O)N(Cc4ccccc4)C(=O)[C@@H]23)cc1	-1	-2.0	3	-2	2	-1	-10	-7
CC1=C(C(N)=O)C(c2sccc2C)n2nnnc2N1 (stereo not given)	-1	/	0	-4	10	-9	/	43
CCN(CC)CCN1C(=O)c2ccccc2NC1c1ccc(F)cc1 (stereo not given)	/	/	0	2	3	4	/	6
CN=C(Nc1cc(C)nn1-c1ccccc1)c1ccc(F)cc1	0	-1.2	-10	/	/	-5	-1	-8
O=CNc1cc(-c2ccsc2)cn2c(-c3ccccc3)cnc12	146*	4.4	0	/	-6	0	20	/
C[C@@H]1CN([C@H](C)CO)C(=O)c2cc(NC(=O)CCC(F)(F)F)ccc2O[C@@H]1CN(C)Cc1ccc(C(=O)Nc2ccccc2N)cc1	55	2.9	10	17[16.7 µM]	/	1	17	9
O=C(OCC(=O)N1CCN(C(=O)c2ccco2)CC1)c1cc(F)c(F)cc1Cl	-1	-0.3	4	/	0	4	-2	-13
COc1cc(OC)c2ccc(=O)oc2c1C(CCN1CCCC1)c1ccc(N(C)C)cc1 (stereo not given)	0	-3.0	6	0	-7	-3	18	/
CN(Cc1c(F)cccc1Cl)C(=O)CNC(=O)c1ccc2c(c1)OCO2	2	-2.1	22	-8	21	2	-6	0
O=C(C[C@H]1CC[C@H]2[C@@H](COC[C@@H](O)CN2C(=O)c2ccccn2)O1)N1CCN(c2ccccc2)CC1	-3	3.4	0	-1[16.7 µM]	1	-1	12	3
O=C(c1ccc(F)cc1)N1C[C@@H]2[C@H](c3ccccc31)[C@@H](CO)N2Cc1ccc2c(c1)OCO2	0	-1.4	-6	17[16.7 µM]	/	-1	-4	-2
CS(=O)(=O)N(CC(=O)N1CCc2ccccc2C1)c1ccc(Br)cc1	-2	1.0	/	-3	11	-2	-6	-7
CN(CC(=O)Nc1ccc(Cl)c(Cl)c1)CC(=O)N1CCCCCC1	2	2.3	-2	-1	8	-7	-37	21
C=CCNC(=O)c1sc(-c2ccccc2)nc1C	/	1.4	/	/	0	/	13	3
O=C(CN1C(=O)CCC1=O)Nc1ccc(S(=O)(=O)N2CCOCC2)cc1	-1	/	7	36	8	7	/	4
O=C(Nc1ccc(S(=O)(=O)N2CCCC2)cc1)c1cc(F)c(F)cc1Cl	3	1.7	3	/	/	4	3	/
Cc1ccc(C(=O)Nc2c(C)n(C)n(-c3ccccc3)c2=O)cc1S(=O)(=O)N1CCOCC1	0	/	-3	-3	/	-30	/	-14
CC(=O)Nc1ccc2c(c1)C(=O)N(C)[C@H]1CC[C@H](CC(=O)NCC3CC3)O[C@@H]1CO2	-3	0.3	3	-7[16.7 µM]	-1	-5	1	2
CO[C@H]1CN(C)C(=O)c2cc(NS(=O)(=O)c3cccc(F)c3)ccc2OC[C@@H](C)NC[C@@H]1C	-2	1.1	2	/	-6	3	-11	6
C[C@@H]1COC(=O)[C@@H](CC(=O)OC(C)(C)C)C/C=C\C[C@@H](CC(=O)N[C@H](CO)Cc2ccccc2)C(=O)N1	1	-2.9	-12	/	9	-3	1	/
COc1ccc(CCNC(=O)c2cccc(S(=O)(=O)N3CCCCC3)c2)cc1	3	-1.4	0	-4	-4	-7	-9	/
Cc1ccc2cc3c(NC(=O)C(C)C)nn(C)c3nc2c1	1	/	-23	-1	/	10	-3	-3
COc1cccc(C(=O)Nc2nnc(C(C)C)s2)c1	-1	/	22	-4	/	4	/	4
O=C1CCCN1CC(O)CS(=O)(=O)Cc1ccccc1Cl (stereo not given)	-3	0.4	2	-1	2	-7	9	-1

Of the compounds above, 8 have fluorine:
SMILES	Cneo AK release	F508del corr	C2C12 statin	miR122 inh	FN deposition inh	PglD DTNB	INS-1E GSIS act	PGC1a acetyl inh
CCN(CC)CCN1C(=O)c2ccccc2NC1c1ccc(F)cc1 (stereo not given)	/	/	0	2	3	4	/	6
CN=C(Nc1cc(C)nn1-c1ccccc1)c1ccc(F)cc1	0	-1.2	-10	/	/	-5	-1	-8
C[C@@H]1CN([C@H](C)CO)C(=O)c2cc(NC(=O)CCC(F)(F)F)ccc2O[C@@H]1CN(C)Cc1ccc(C(=O)Nc2ccccc2N)cc1	55	2.9	10	17[16.7 µM]	/	1	17	9
O=C(OCC(=O)N1CCN(C(=O)c2ccco2)CC1)c1cc(F)c(F)cc1Cl	-1	-0.3	4	/	0	4	-2	-13
CN(Cc1c(F)cccc1Cl)C(=O)CNC(=O)c1ccc2c(c1)OCO2	2	-2.1	22	-8	21	2	-6	0
O=C(c1ccc(F)cc1)N1C[C@@H]2[C@H](c3ccccc31)[C@@H](CO)N2Cc1ccc2c(c1)OCO2	0	-1.4	-6	17[16.7 µM]	/	-1	-4	-2
O=C(Nc1ccc(S(=O)(=O)N2CCCC2)cc1)c1cc(F)c(F)cc1Cl	3	1.7	3	/	/	4	3	/
CO[C@H]1CN(C)C(=O)c2cc(NS(=O)(=O)c3cccc(F)c3)ccc2OC[C@@H](C)NC[C@@H]1C	-2	1.1	2	/	-6	3	-11	6

(further entries)
SMILES	Cneo AK release	F508del corr	C2C12 statin	miR122 inh	FN deposition inh	PglD DTNB	INS-1E GSIS act	PGC1a acetyl inh
CN(C(=O)c1ccco1)c1nc(-c2ccc(F)cc2)cs1	8	-1.5	-4	1	-8	3	13	-7
CO[C@H]1CN(C)C(=O)c2ccc(NC(=O)C3CCC3)cc2OC[C@H](C)N(C(=O)NC(C)C)C[C@H]1C	65	0.8	3	-1[16.7 µM]	3	-2	2	1
Cc1cccc2cc(CN(C(=O)c3cnccn3)C3CCCCC3)c(Cl)nc12	0	-0.7	2	-2	/	-4	-60	10
CO/N=C/c1ccc(Sc2ccccc2)c([N+](=O)[O-])c1	-2	/	2	/	/	-3	-2	/
Cc1ccc(S(=O)(=O)N2CCOCC2)cc1NC(=O)COC(=O)COc1ccc(C#N)cc1	7	2.2	3	1	3	5	-5	-13
Nc1nonc1-n1nnc(C(=O)N/N=C/c2ccccc2Cl)c1-c1ccccc1	0	0.8	-2	-1	-2	0	-13	/
COc1ccccc1-c1ccc2c(c1)O[C@@H](CN(C)C(=O)Nc1ccccc1)[C@H](C)CN([C@@H](C)CO)S2(=O)=O	0	1.7	9	2[16.7 µM]	/	1	-22	-12
Cc1cc(C)n2nc(CNS(=O)(=O)c3ccc(F)cc3)nc2n1	-2	1.2	5	-1	4	3	5	5
Cc1ccc(C2NC(=O)c3c(sc(C)c3C)N2)c(O)c1 (stereo not given)	/	/	6	6	-1	/	5	-8
COc1ccc(NC(=O)CSc2nnc(C3CCCCC3)n2N)cc1OC	2	-0.6	-1	-4	1	3	11	14
Cc1ccc(N2CCN(S(=O)(=O)c3ccc(F)c(C)c3)CC2)c(C)c1	-1	/	8	1	/	-6	/	-7
CS(=O)(=O)N1CCCC(C(=O)Nc2ccc(F)c(F)c2)C1 (stereo not given)	-1	-0.3	-10	3	3	-4	4	3
COc1ccc(C(=O)Cn2c(Br)nc3c2c(=O)n(C)c(=O)n3C)cc1	/	-2.9	/	-1	/	/	13	5
Cc1cccn2c(=O)c(/C=C(\C#N)C(=O)NC3CCS(=O)(=O)C3)c(N3CCC(C)CC3)nc12 (stereo not given)	-1	/	/	-5	-11	-5	4	-7
CCn1c2ccccc2c2nnc(SCc3ccc(C(=O)OC)o3)nc21	-3	/	-3	1	-6	3	/	39
COCC#Cc1ccc([C@@H]2[C@@H](CO)N3CCCCN(C(=O)Nc4cc(F)ccc4F)C[C@H]23)cc1	1	0.5	12	3[16.7 µM]	/	1	-11	7
CCC(=O)N1C[C@@H](C)[C@@H](OC)CN(C)C(=O)c2ccc(NC(=O)C3CC3)cc2OC[C@@H]1C	-5	-2.8	-11	/	5	0	4	-12
Cn1c(NC(=O)c2cccs2)cc(=O)n(C)c1=O	-3	7.4	-5	-1	-2	/	14	-2
Nc1ccc(Cc2ccc(N)c(C(=O)O)c2)cc1C(=O)O	6	0.2	18	-1	/	3	44	9
COc1ccc(NS(=O)(=O)c2ccc3c(c2)N(C(C)=O)CCS3)cc1	-1	-3.4	8	27	-2	5	8	-8
S=C(NCc1cccs1)Nc1cccc(Cl)c1Cl	12	/	/	86	/	-5	-8	/
CC(=O)NC(CC(=O)Nc1ccc(S(=O)(=O)NC2=NCCCCC2)cc1)c1ccccc1 (stereo not given)	0	-0.5	0	7	-1	0	12	-1
C/C(=N\S(=O)(=O)c1ccc(C)cc1)N1CCN(S(=O)(=O)c2ccccc2)C1C(C)C (stereo not given)	-6	0.0	-3	6	/	-1	-21	3
O=S(=O)(Nc1cccc(-c2cn3cccnc3n2)c1)c1ccccc1	1	/	/	46	1	-1	10	/

Record cards, as listed above. Screens in order: Cneo AK release | F508del corr | C2C12 statin | miR122 inh | FN deposition inh | PglD DTNB | INS-1E GSIS act | PGC1a acetyl inh
S=C(NCc1cccs1)Nc1cccc(Cl)c1Cl is listed with 12 | / | / | 86 | / | -5 | -8 | /
CCn1c2ccccc2c2nnc(SCc3ccc(C(=O)OC)o3)nc21 is listed with -3 | / | -3 | 1 | -6 | 3 | / | 39
O=S(=O)(Nc1cccc(-c2cn3cccnc3n2)c1)c1ccccc1 is listed with 1 | / | / | 46 | 1 | -1 | 10 | /
CCC(=O)N1C[C@@H](C)[C@@H](OC)CN(C)C(=O)c2ccc(NC(=O)C3CC3)cc2OC[C@@H]1C is listed with -5 | -2.8 | -11 | / | 5 | 0 | 4 | -12

Later entries.
SMILES	Cneo AK release	F508del corr	C2C12 statin	miR122 inh	FN deposition inh	PglD DTNB	INS-1E GSIS act	PGC1a acetyl inh
CCOCCCNCC(=O)NCC1CCCCC1	/	0.4	/	/	2	/	9	1
C[C@@H]1CN([C@@H](C)CO)C(=O)c2cc(NS(=O)(=O)c3ccc(Cl)cc3)ccc2O[C@H]1CN(C)Cc1ccc(C(F)(F)F)cc1	/	1.3	/	1[16.7 µM]	/	/	-29	-1
C[C@@H]1CN([C@H](C)CO)C(=O)c2cccc(NC(=O)C3CC3)c2O[C@@H]1CN(C)C(=O)Nc1ccc2c(c1)OCO2	1	2.6	-11	-4[16.7 µM]	/	-3	-3	2
CC(=O)O[C@]1(C(C)=O)CCC2C3CCC4=C/C(=N/OCC(=O)O)CC[C@]4(C)C3CC[C@@]21C (stereo not given in full)	-1	5.8	5	-1	-7	-11	22	8
Cc1cc(C)cc(N(C(=O)c2ccccn2)C(C(=O)NC2CCCCC2)c2ccncc2)c1 (stereo not given)	0	0.2	-6	/	-18	2	9	/
CCOc1ccc(S(=O)(=O)N2CCN(CCNS(=O)(=O)c3ccc(C)cc3)CC2)cc1	-2	0.2	22	-4	4	6	-29	-9
CCCCOC(=O)Nc1ccc(C(N)=O)cc1	0	/	-12	2	/	4	/	2
CN1C(=O)c2cc(NC(=O)c3cc(F)cc(F)c3)ccc2OC[C@@H]2O[C@@H](CC(=O)O)CC[C@@H]21	-1	0.8	-7	9[16.7 µM]	2	-2	-3	5

Assay outcomes deposited in PubChem by Broad Institute.
